Screening results as filed in PubChem.
PLK1 PBD inh: Plk1 (human) PBD binding inhibition; inhibition, %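 (tested at about 20 µM)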; 0.13% of 97,000 active; AID 693; Plk1 PBD phosphopeptide binding, fluorescence polarization; in the data active means inhibition above about 34%, passing the limit was not always enough
FAK inh: inhibitors of human focal adhesion kinase; biochemical FAK kinase activity assay; inhibition, %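 (tested at 7 µM)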; Q05397; AID 727; 0.84% of 97,000 active; in the data active means inhibition above about 19%;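 further: 0% = DMSO and 100% = reference compound high control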
EphB4 antag: EphB4-ephrin-B2 interaction antagonism; P54760; EphB4 LBD / TNYL-RAW-Alexa532 peptide, fluorescence polarization; inhibition, % at 7 µM; 0.15% of 97,000 active; AID 720;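 active means inhibition above the screen-wide mean inhibition plus 3 SD, cut at about 15% in these data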;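 further: 0% = DMSO wells and 100% = excess unlabeled TNYL-RAW peptide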
S1P2 antag: blocks the human S1P2 receptor; O95136; cell-based S1P2 antagonist assay, inhibition at 5 uM; inhibition, % at 5 µM; 0.21% of 97,000 active; in the data active means inhibition above about 45%;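 further: CRE beta-lactamase reporter cells expressing human S1P2 stimulated with S1P; 0% = agonist at EC80 alone and 100% = agonist plus reference antagonist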
Target sequence (O95136 whole entry, looked up): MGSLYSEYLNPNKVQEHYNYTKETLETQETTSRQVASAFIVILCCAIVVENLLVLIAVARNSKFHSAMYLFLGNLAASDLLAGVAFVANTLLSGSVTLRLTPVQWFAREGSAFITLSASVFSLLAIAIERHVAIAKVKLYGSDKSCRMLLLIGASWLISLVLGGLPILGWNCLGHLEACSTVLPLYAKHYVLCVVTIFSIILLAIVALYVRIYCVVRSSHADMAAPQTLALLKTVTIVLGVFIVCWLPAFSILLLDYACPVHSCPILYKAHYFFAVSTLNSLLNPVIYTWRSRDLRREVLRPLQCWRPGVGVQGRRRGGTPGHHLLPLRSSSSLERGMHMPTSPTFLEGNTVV
Rev-RRE block: inhibitors of HIV-1 Rev-RRE RNA interaction. Rev peptide-RRE RNA binding, FRET. inhibition, % at 8 µM. 0.79% of 97,000 active;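 active means inhibition above the screen-wide mean plus 3 SD, cut at about 35% in these data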;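 further: 0% = median DMSO wells and 100% = median Neomycin B control wells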
Target sequence (P05866 whole entry, looked up): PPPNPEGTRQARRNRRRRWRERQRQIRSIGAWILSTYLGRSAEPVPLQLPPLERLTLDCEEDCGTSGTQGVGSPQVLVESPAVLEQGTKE
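Test system: Cy5-tagged RRE RNA duplex with fluorescein-tagged Rev peptide | Read-out: % inhibition of FRET ratio versus controls | Probe or stimulus: Labelled Rev peptide | Incubation: 5 min RNA-compound premix plus 15 min binding step, 25 °C | Technique: FRET fluorescence readout | Benchmarks: DMSO low control, neomycin B high control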
PLAP act: activates human placental alkaline phosphatase | P05187 | 1.2% of 96,000 active | purified PLAP enzyme, luminescent substrate read-out; active compounds read high | activation fold at 20 µM; in the data active means activation fold above about 2
Target sequence (P05187 whole entry, looked up): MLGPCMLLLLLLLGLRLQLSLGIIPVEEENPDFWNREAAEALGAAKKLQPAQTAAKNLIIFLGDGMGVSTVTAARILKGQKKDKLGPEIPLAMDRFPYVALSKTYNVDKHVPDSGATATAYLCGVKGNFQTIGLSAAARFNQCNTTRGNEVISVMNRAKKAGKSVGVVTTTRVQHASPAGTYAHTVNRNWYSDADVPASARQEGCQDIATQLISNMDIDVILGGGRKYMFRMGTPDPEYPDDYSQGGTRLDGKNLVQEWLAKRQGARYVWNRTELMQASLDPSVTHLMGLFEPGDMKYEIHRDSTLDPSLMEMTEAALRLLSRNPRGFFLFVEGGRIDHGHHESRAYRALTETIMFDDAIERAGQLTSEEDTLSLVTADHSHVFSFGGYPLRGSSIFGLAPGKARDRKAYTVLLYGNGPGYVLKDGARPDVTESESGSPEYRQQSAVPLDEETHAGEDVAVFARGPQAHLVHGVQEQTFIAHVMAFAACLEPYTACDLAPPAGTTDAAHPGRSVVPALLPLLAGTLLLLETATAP
S1P2 agonist: S1P2 (human) receptor agonism; S1P2-expressing cell line, agonist reporter read-out; AID 729; O95136; 0.46% of 97,000 active; activation, % at 4.5 µM; in the data active means activation above about 16%;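 further: 0% = vehicle low control and 100% = maximal reference agonist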
MT1-MMP txn act: activates MT1-MMP transcription; 0.16% of 86,000 active; HT1080 MT1-MMP promoter luciferase reporter, luminescence, overnight; active compounds read high; activation factor at 10 µM; AID 750;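 active means activation factor of at least 2 for MT1-MMP transcription at 10 µM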
PLK1 inh: PLK1 (human) kinase inhibition; AID 619; 0.53% of 97,000 active; inhibition, % at 10 µM; P53350; recombinant PLK1 kinase, TR-FRET peptide phosphorylation;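 active means inhibition of 50% or more in the single-concentration screen; inactive means inhibition below 50%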;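 further: 0% = DMSO max control and 100% = H-89 dihydrochloride min control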
Numbers without * were called inactive; · = no result given.

SMILES | PLK1 PBD inh | FAK inh | EphB4 antag | S1P2 antag | Rev-RRE block | PLAP act | S1P2 agonist | MT1-MMP txn act | PLK1 inh
CCN(CC)CCN1C(=O)c2ccccc2NC1c1ccc(C)cc1 (stereo unspecified) | -16 | 1 | 3 | -8 | 2 | 1 | 1 | 1.1 | -17
COc1ccc(NC(=O)Nc2cc3oc4ccccc4c3cc2OC)cc1 | -9 | 1 | -5 | 3 | 11 | 1 | -3 | · | -2
O=c1[nH]c(CSc2nnc(-c3ccccc3)n2C2CCCCC2)nc2ccccc12 | -12 | 2 | 10 | 3 | 8 | 1.1 | -2 | · | -12
O=C(CCCCn1c(=O)c2ccccc2n(Cc2ccc(F)cc2)c1=O)NCc1ccco1 | 13 | 1 | -5 | -5 | 6 | 1.1 | -8 | 1.1 | -11
Cc1nc2c(ccc3nc(NC(=O)c4ccc5c(c4)OCCO5)sc32)s1 | 15 | 24* | 4 | 17 | -1 | 1 | -7 | 0.3 | -45
Cc1cccc(NC(=O)/C=C/c2cccs2)n1 | -17 | 0 | -2 | -20 | 0 | 0.8 | 1 | · | -3
Cn1nc(C(=O)N2CCCC2)c2ccccc2c1=O | -7 | 1 | 2 | -4 | 9 | 0.8 | -5 | 1 | -6
CCCOc1ccc(CSC(CC(=O)O)C(=O)O)cc1 (stereo unspecified) | 12 | -2 | 3 | 16 | 11 | 0.9 | -4 | 1.2 | -8
CCN(C(=O)CN1CCN(c2ccccc2O)CC1)c1c(N)n(Cc2ccccc2)c(=O)[nH]c1=O | -1 | 1 | 6 | 0 | 5 | 1.6 | -4 | 1.3 | -4
CCCC1(C(=O)OCC)NC(c2ccc(N(C)C)cc2)C2C(=O)N(c3ccc4c(c3)OCCO4)C(=O)C21 (stereo unspecified) | -4 | 0 | 1 | -20 | 0 | · | -1 | 1.1 | -5
CCCN(Cc1cc2ccc(C)cc2[nH]c1=O)C(=O)c1cccnc1 | -23 | -9 | -1 | -2 | 7 | 1 | -3 | 1.1 | 0
CCn1c(C)c(C(C)=O)c(N2CCC(C(N)=O)CC2)nc1=S | 11 | 0 | 4 | -8 | 4 | 0.9 | -2 | 1.1 | 1
CCOC(=O)c1cc(OCC(=O)NC(C)C(C)C)cc(C(=O)OCC)c1 (stereo unspecified) | 4 | 2 | -9 | 18 | 1 | 1.4 | -4 | 1.1 | -9
O=C1C2Sc3[nH]c(=O)sc3C(c3ccccc3)C2C(=O)N1c1ccccc1 (stereo unspecified) | 7 | -7 | -6 | 17 | -2 | 1.2 | -5 | 1.1 | 22
O=C1Nc2ccccc2/C1=C\c1cccn1-c1ccc(OC(F)(F)F)cc1 | -8 | -3 | -3 | -2 | 11 | 0.6 | -3 | · | -12
C=CCSc1nc2ccccc2n1C(=O)/C=C/c1cc(OC)c(OC)c(OC)c1 | 2 | -3 | 3 | 54* | 5 | 1 | -6 | · | -2
O=C(CSc1nc2c(cnn2-c2ccc(F)cc2)c(=O)[nH]1)N1CCCCCC1 | 20 | 2 | 1 | 17 | 5 | 1.2 | -2 | 1.1 | 3
NC(=O)CSc1nc2cc3c(cc2c(=O)n1CCCC(=O)NCc1ccc2c(c1)OCO2)OCO3 | 12 | -6 | -5 | -15 | -1 | 0.9 | -2 | · | -8
CCn1cc(C(=O)NCCN(C)CCc2ccccc2)c(=O)c2cc(S(=O)(=O)N(C)C)ccc21 | -5 | 1 | 7 | -3 | 9 | 1.3 | -5 | 1.1 | -16
COCCN(C(C)=O)c1nnc(-c2ccccn2)s1 | -18 | -3 | -3 | 7 | 5 | · | -4 | 1.2 | -3
COc1ccc(Cn2c(=O)oc3ccc(C)cc32)cc1OC | 24 | 2 | -1 | -14 | 2 | 1.4 | -2 | 1.1 | -8
Nc1c(S(=O)(=O)c2cccc(Cl)c2)c2nc3ccccc3nc2n1/N=C/c1ccc(O)c(O)c1 | 20 | 6 | 0 | 9 | 4 | 1 | -4 | 0.8 | -8
Cc1cc(S(=O)(=O)NCc2ccco2)c(C)s1 | 25 | 0 | -13 | -10 | 1 | 0.8 | -8 | 1.2 | -1
CCOC(=O)C1CCCN(Cc2cccs2)C1 (stereo unspecified) | 17 | 1 | -12 | 13 | 2 | 1.1 | -1 | 1.1 | -6
COc1cc([N+](=O)[O-])ccc1NC(=O)CN(C)C | 2 | 0 | -1 | -5 | 4 | 1 | -5 | · | 14
O=S(=O)(c1ccccc1)N1CCN(S(=O)(=O)c2ccccc2)C1 | 19 | 1 | -6 | -3 | -2 | 1 | -4 | 0.9 | 28
COc1ccc(N(CC(=O)N2c3ccccc3CC2C)S(=O)(=O)c2c(C)nn(C)c2C)cc1 (stereo unspecified) | 13 | -1 | -5 | 17 | 1 | 1.5 | -3 | 1.4 | 3
COc1ccc(C2OC(=O)c3ccccc3S2)cc1 (stereo unspecified) | -10 | 2 | 2 | 8 | 6 | 1 | -6 | 1.1 | -17
CS/C(=C\[N+](=O)[O-])Nc1ccc(Cl)cc1 | 11 | 0 | -4 | 13 | 3 | 0.8 | -7 | · | 3
Cc1cc(-c2nc3ncccc3o2)ccc1NC(=O)CC(C)C | -14 | -1 | -9 | 4 | 1 | 1.2 | -3 | 1.3 | -8

Of the compounds above, 4 contain an aryl thioether with sulfur outside any ring:
SMILES | PLK1 PBD inh | FAK inh | EphB4 antag | S1P2 antag | Rev-RRE block | PLAP act | S1P2 agonist | MT1-MMP txn act | PLK1 inh
O=c1[nH]c(CSc2nnc(-c3ccccc3)n2C2CCCCC2)nc2ccccc12 | -12 | 2 | 10 | 3 | 8 | 1.1 | -2 | · | -12
C=CCSc1nc2ccccc2n1C(=O)/C=C/c1cc(OC)c(OC)c(OC)c1 | 2 | -3 | 3 | 54* | 5 | 1 | -6 | · | -2
O=C(CSc1nc2c(cnn2-c2ccc(F)cc2)c(=O)[nH]1)N1CCCCCC1 | 20 | 2 | 1 | 17 | 5 | 1.2 | -2 | 1.1 | 3
NC(=O)CSc1nc2cc3c(cc2c(=O)n1CCCC(=O)NCc1ccc2c(c1)OCO2)OCO3 | 12 | -6 | -5 | -15 | -1 | 0.9 | -2 | · | -8

(more compounds)
SMILES | PLK1 PBD inh | FAK inh | EphB4 antag | S1P2 antag | Rev-RRE block | PLAP act | S1P2 agonist | MT1-MMP txn act | PLK1 inh
O=C(CSc1nnc(-c2cccnc2)o1)OC1CCCCC1 | -7 | -3 | 0 | 3 | -2 | 0.8 | -2 | 1.1 | -12
CCOc1cc(S(=O)(=O)NC2CCCCCC2)ccc1F | -5 | 0 | -8 | -31 | 14 | 0.9 | -3 | 1.2 | -10
O=C1N=C(c2ccccc2)C(c2ccccc2)N1 (stereo unspecified) | 15 | 6 | 10 | -3 | 4 | 1 | -7 | · | -14
O=S1(=O)NC(=NCc2ccco2)c2ccccc21 | 8 | 0 | -7 | -15 | 1 | 1 | -9 | 1.1 | 22
O=C(NCCN1CCOCC1)c1ccc(CS(=O)(=O)c2ccc(Br)cc2)o1 | 15 | 5 | 3 | 4 | -1 | · | -4 | 1 | -20
COc1cc(NC(=O)c2ccc(S(=O)(=O)N(C)C)cc2)cc(OC)c1OC | -1 | 1 | -9 | -9 | 2 | 0.8 | -6 | 1 | 15
O=C(Nc1cccc(Cl)c1)c1csc(-c2ccccc2)n1 | -12 | 5 | 2 | 15 | 21 | 0.8 | -6 | · | -8
Cc1ccc(S(=O)(=O)N(C)Cc2nc(-c3ccccn3)no2)cc1 | 9 | 0 | 0 | -3 | 8 | 1 | 0 | 1.1 | -9
O=C(c1cc(-c2ccncc2)nc2ccccc12)N1CCN(S(=O)(=O)/C=C/c2ccccc2)CC1 | -6 | -1 | 0 | 12 | 1 | 1.4 | -3 | 1.2 | -8
COC(=O)c1cc(OC)c(OC)cc1NC(=O)CSc1nnc(-c2cccnc2)n1C | -11 | -1 | 8 | -7 | 10 | · | -2 | 0.9 | -1
CCCCSc1nnc2c(n1)[nH]c1ccccc12 | 8 | 1 | 11 | -27 | 10 | 1.1 | -1 | 1 | -16
O=C1c2ccccc2C(Nc2ccc(S(=O)(=O)N3CCCCCC3)cc2)N1Cc1ccco1 (stereo unspecified) | 18 | 4 | -8 | -2 | 1 | 1.4 | -2 | 1.2 | -15
Cc1ccnc2nc(C(=O)Nc3cc(Cl)ccc3N3CCOCC3)nn12 | -4 | -3 | 7 | -9 | 3 | 1 | -2 | · | -4
CC1CCCC(NC(=O)c2ccc3c(=O)n(CC4CCCO4)c(=O)[nH]c3c2)C1C (stereo unspecified) | -6 | -4 | 7 | 18 | 11 | 1.1 | -7 | 1.1 | -4
O=C1CC(=O)C(n2cncn2)C(c2ccc(Cl)cc2Cl)C1 (stereo unspecified) | -3 | 0 | -3 | 4 | -4 | 1.6 | -6 | · | -7
O=C1NCCN1Cc1ccccc1 | 9 | 0 | -5 | -3 | 0 | 1 | -1 | 1.1 | -11
CC(=O)Oc1cccc(/C=c2\sc3nc(-c4ccco4)nn3c2=O)c1 | 15 | -2 | -1 | 2 | 8 | 1 | -5 | 1.4 | 2
Cc1cc(C)n(C2CC(=O)N(c3ccccc3)C2=O)n1 (stereo unspecified) | -8 | -1 | 2 | 1 | 6 | · | -5 | 1.1 | -8
C1=C(CCNCC2CCCCC2)CCCC1 | -9 | -1 | -6 | 2 | -8 | 1 | -1 | · | -8
CCNC(=S)NNC(=O)c1ccoc1C | -7 | -1 | 2 | -7 | 3 | 1.9 | 0 | · | -14
COC(=O)C(CC(=O)c1ccc(Cl)cc1)c1ccc(C)cc1 (stereo unspecified) | 4 | 9 | -7 | 6 | 6 | · | 0 | · | -4
O=C(Nc1cc(C(F)(F)F)ccc1N1CCOCC1)c1cccnc1 | 2 | -1 | -8 | -14 | 3 | 0.9 | -4 | 1 | -7
COc1ccc(N)cc1C#N | 6 | -4 | 1 | 7 | 5 | 1.1 | -2 | 1.1 | -4
O=C(Oc1ccc2c(c1)OCC2=O)c1ccccc1 | 10 | 4 | -12 | -12 | 3 | 1.1 | -4 | 1.1 | -6
Cc1ccc(C(=O)NC2CCCc3ccccc32)o1 (stereo unspecified) | 18 | -1 | -1 | -20 | 9 | 1.1 | -4 | 0.9 | -12
COc1ccc(OC)c(S(=O)(=O)NC2CCCCC2)c1 | -19 | 2 | -3 | 4 | -7 | 0.9 | -2 | 1.1 | -13
CCCCCCCC1(C)NC(=O)N(c2ccccc2)N1 (stereo unspecified) | -19 | 2 | 1 | 2 | 2 | 1 | -3 | 1.1 | -5
COC(=O)c1ccc(C)c(NC(=O)CN(c2cc(OC)ccc2OC)S(C)(=O)=O)c1 | -13 | -2 | -4 | 25 | 0 | 1.3 | -2 | 1.3 | -2
COc1cccc(CNCCNC(=O)c2nonc2N)c1 | 15 | 3 | 5 | 1 | 10 | 1 | -8 | 1.2 | -3
CCOC(=O)CN1C(=O)C(Sc2n[nH]c(-c3cccc(C)c3)n2)CCc2ccccc21 (stereo unspecified) | 12 | -1 | 4 | -11 | 4 | 1.4 | -11 | · | -13
O=C(CSc1ccc2ccccc2n1)N1CCC(c2noc3ccc(F)cc23)CC1 | -24 | 2 | 8 | -14 | 7 | · | -6 | 1.2 | -10
Cc1nc(NCc2ccco2)nc2c1C(=O)CC(C)C2 (stereo unspecified) | -19 | -1 | -3 | -27 | 0 | 1.1 | 0 | 1.1 | -12
Cc1cc(C)c(C)c(OCC(=O)NCc2nc(-c3ccccc3)no2)c1 | 7 | 3 | -12 | -14 | 15 | 0.8 | -3 | 1.2 | -12
Cc1cccn2c(/C=N/OCc3cccc(F)c3)c(-c3ccc(Cl)cc3)nc12 | -5 | -6 | 7 | 12 | 3 | 1.1 | -6 | · | 0
